ROC1-CUL1 inh: inhibitors of human ROC1-CUL1 ubiquitin ligase activity; AID 1347404, 2020; E3 ubiquitin-protein ligase RBX1 (Homo sapiens) + Cullin-1 (Homo sapiens), P62877+Q13616; inhibition, % at 10 µM; in vitro K48 di-Ub FRET, acceptor:donor ratio, 45 min; 140,000 compounds, 0.6% hits; in the data active = inhibition above about 25%
Target sequence (P62877 whole entry, looked up): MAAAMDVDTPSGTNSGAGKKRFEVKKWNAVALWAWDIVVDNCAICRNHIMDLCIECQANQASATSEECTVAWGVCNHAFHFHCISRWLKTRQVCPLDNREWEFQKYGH
Target sequence (Q13616 whole entry, looked up): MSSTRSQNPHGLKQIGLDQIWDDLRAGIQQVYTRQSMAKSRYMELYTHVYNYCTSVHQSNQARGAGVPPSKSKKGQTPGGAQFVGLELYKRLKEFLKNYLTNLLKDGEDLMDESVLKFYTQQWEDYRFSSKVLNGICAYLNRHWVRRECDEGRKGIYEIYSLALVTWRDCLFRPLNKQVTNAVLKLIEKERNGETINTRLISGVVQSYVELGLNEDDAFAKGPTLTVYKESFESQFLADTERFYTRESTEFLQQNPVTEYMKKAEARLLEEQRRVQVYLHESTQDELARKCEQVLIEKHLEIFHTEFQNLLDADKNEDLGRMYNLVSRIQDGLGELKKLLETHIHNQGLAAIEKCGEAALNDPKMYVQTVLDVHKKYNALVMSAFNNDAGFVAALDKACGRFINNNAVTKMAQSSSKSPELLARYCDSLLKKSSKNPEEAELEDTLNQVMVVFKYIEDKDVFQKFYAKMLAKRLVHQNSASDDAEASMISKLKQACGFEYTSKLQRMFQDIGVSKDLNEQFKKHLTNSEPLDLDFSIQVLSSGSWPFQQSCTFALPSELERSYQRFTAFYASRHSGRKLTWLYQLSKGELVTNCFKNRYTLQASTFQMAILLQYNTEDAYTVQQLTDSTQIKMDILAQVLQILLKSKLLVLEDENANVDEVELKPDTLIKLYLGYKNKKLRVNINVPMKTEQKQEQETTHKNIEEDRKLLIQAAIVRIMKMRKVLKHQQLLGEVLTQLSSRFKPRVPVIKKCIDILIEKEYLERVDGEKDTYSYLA
Starred values were filed as active, the others as inactive.

`COc1ccc(S(=O)(=O)NCc2ccco2)cc1C(=O)O` gave ROC1-CUL1 inh 2.
For COc1cc(Cl)cc2c1Sc1ccccc1CC2N1CCNCC1 (configuration not stated) the results were ROC1-CUL1 inh 3.
`CCOc1ccc(CCNC(=O)c2ccc(CS(=O)(=O)Cc3ccccc3Cl)o2)cc1OCC` gave ROC1-CUL1 inh -2.
`Cc1ccc(-c2csc3ncn(CC(=O)OC4CCCCC4)c(=O)c23)cc1C` gave ROC1-CUL1 inh 2.
Screening COc1ccc(C[C@@H](OC)[C@@H](O)c2ccccc2)c(O)c1 returned ROC1-CUL1 inh 3.
Screening CCCCCCC(=O)Oc1ccc(OC(=O)C2CCC(CCCC)CC2)cc1 (configuration not stated) returned ROC1-CUL1 inh 0.
Screening COc1ccc(OC)c(Nc2nc(-c3ccc(OC)c(OC)c3)cs2)c1 returned ROC1-CUL1 inh -1.
For O=C(CSc1nnc(COc2ccc(Br)cc2)o1)Nc1ccc([N+](=O)[O-])cc1 the results were ROC1-CUL1 inh -9.
CCOc1ccc(NC(=O)Cn2nnc(-c3nc(-c4ccncc4)no3)c2N)cc1 was read as ROC1-CUL1 inh 2.
For c1coc(CNc2nc3ccccc3n2CCN2CCCCC2)c1 the results were ROC1-CUL1 inh 9.
Screening Cc1ccc(C(=O)Nc2ccccc2C(=O)OCc2cc(=O)n3nc(C(C)C)sc3n2)cc1 returned ROC1-CUL1 inh -10.
`Cc1cc(=O)oc2c(CN3CCCC3)c(O)ccc12` gave ROC1-CUL1 inh 9.
For CCc1cccc(C)c1NC(=O)C(CC)Sc1nc2ccncc2[nH]1 (configuration not stated) the results were ROC1-CUL1 inh -7.
Cc1cc2c(cc1S(=O)(=O)N(CCO)Cc1ccccc1)OCC(=O)N2 was read as ROC1-CUL1 inh -10.
`CC1=CC2C(=O)CC(C)=NC2C=C1` (configuration not stated) gave ROC1-CUL1 inh 12.
COc1ccccc1-c1ncc2ccccc2n1 was read as ROC1-CUL1 inh 0.
O=C(NCC1CCCO1)c1cccc(N2C(=O)c3ccc(Br)cc3C2=O)c1 (configuration not stated) was read as ROC1-CUL1 inh 3.
For CCc1ccc(-n2c(=O)c3ccccc3n(Cc3ccccc3C#N)c2=O)cc1 the results were ROC1-CUL1 inh 3.
For CC(C)(Oc1ccc(Br)cc1)C(=O)Nc1cc(-c2nc3ccccc3[nH]2)ccc1Cl the results were ROC1-CUL1 inh 3.
Screening Fc1ccc2scc(C[N+]34CN5CN(CN(C5)C3)C4)c2c1 returned ROC1-CUL1 inh 1.
O/N=c1\ncn(Cc2ccnc(Cl)c2)cc1Cl was read as ROC1-CUL1 inh 6.
CC(C)Oc1nc(-c2ccccc2)nnc1-c1ccc(Cl)cc1 was read as ROC1-CUL1 inh 5.
COC(=O)C1CCN(Cc2c(C(=O)N(C)Cc3ccccc3)nc3ccccn23)CC1 was read as ROC1-CUL1 inh 12.
Screening O=C(CC(c1ccccc1)c1ccccc1F)NCCc1cn[nH]c1 (configuration not stated) returned ROC1-CUL1 inh -4.
Screening COC(=O)c1ccccc1NC(=O)/C=C/c1ccc(C(C)C)cc1 returned ROC1-CUL1 inh -8.
For CC(=O)Nc1ccc(C(C)(C)C)c([N+](=O)[O-])c1 the results were ROC1-CUL1 inh -1.
Screening O=C(NC1CCS(=O)(=O)C1)c1ccc(Cl)cc1 (configuration not stated) returned ROC1-CUL1 inh 4.
COc1ccc(CCN2CC(C(=O)NCC(F)(F)F)CCC2=O)cc1 (configuration not stated) was read as ROC1-CUL1 inh 0.
For CC(=O)Nc1sc2c(c1CN1CCN(c3ccc(F)cc3)CC1)CCCC2 the results were ROC1-CUL1 inh 11.
CCCCCOC(=O)c1c2c(n3cc4ccccc4cc13)C(=O)c1ccccc1C2=O was read as ROC1-CUL1 inh -10.

Molecules shown so far containing a thiophene ring, fused or not:
`Cc1ccc(-c2csc3ncn(CC(=O)OC4CCCCC4)c(=O)c23)cc1C` gave ROC1-CUL1 inh 2.
Screening Fc1ccc2scc(C[N+]34CN5CN(CN(C5)C3)C4)c2c1 returned ROC1-CUL1 inh 1.
For CC(=O)Nc1sc2c(c1CN1CCN(c3ccc(F)cc3)CC1)CCCC2 the results were ROC1-CUL1 inh 11.

The list continues:
`Cc1cc(C)c(NC(=O)Cn2c(=O)n(CC(=O)NCCc3ccccc3)c(=O)c3ccccc32)c(C)c1` gave ROC1-CUL1 inh -7.
`COc1ccc(/C=C\c2onc(C)c2S(=O)(=O)N2CCC(C(=O)Nc3ccc(Cl)cc3)CC2)cc1` gave ROC1-CUL1 inh -1.
`Cc1cc(N)ccc1S(C)(=O)=O` gave ROC1-CUL1 inh -6.
Cc1ccccc1NC(=O)CSc1nnc(-c2cccc(Cl)c2)o1 was read as ROC1-CUL1 inh -4.
COc1ccc(C2CC(=O)C3C(=NC(C)=C(C(=O)OCC(C)C)C3c3ccc4c(c3)OCO4)C2)cc1 (configuration not stated) was read as ROC1-CUL1 inh 10.
For Cc1ccc(-c2cc(-c3ccc4c(c3)NC(=O)CO4)nc3c2COc2ccc(C)cc2-3)cc1 the results were ROC1-CUL1 inh -4.
Screening Cc1ccc(-n2c(SCC(=O)N3CCCc4ccccc43)nc3c([nH]c4ccccc43)c2=O)cc1 returned ROC1-CUL1 inh 3.
Screening Cc1ccc(-c2nnc(Nc3cccc(O)c3)c3ccccc23)cc1S(=O)(=O)N1CCN(C)CC1 returned ROC1-CUL1 inh 6.
CCc1c(CN2CCN(c3ccc(F)cc3)CC2)csc1C was read as ROC1-CUL1 inh -15.
CCOc1cc(/C=C2\C(=O)NN(c3cccc(Cl)c3)C2=O)c(Br)c(Br)c1O was read as ROC1-CUL1 inh 62*.
`c1ccc(Oc2ncccc2CNCc2ccc3c(c2)OCCO3)cc1` gave ROC1-CUL1 inh 8.
For CCn1c2c(c3cc(C4CCCCC4)ccc31)CCC/C2=N\O the results were ROC1-CUL1 inh 9.
Screening O=C1N=C(N2CCCC2)S/C1=C(/C=C(\CC(=O)c1ccc(Cl)cc1)c1ccccc1)c1ccc(Cl)cc1 returned ROC1-CUL1 inh 4.
`CCOc1ccc(OCC)c(-c2c(C#N)c(N)nc3c2CCCCCC3)c1` gave ROC1-CUL1 inh 7.
`COc1ccc(C(CC(=O)N=C2C(=O)N(c3ccccc3)N(C)C2C)NC(=O)C(F)(F)F)cc1` (configuration not stated) gave ROC1-CUL1 inh -12.

The final four records of the section above are carried over, then new ones follow.
For CCn1c2c(c3cc(C4CCCCC4)ccc31)CCC/C2=N\O the results were ROC1-CUL1 inh 9.
Screening O=C1N=C(N2CCCC2)S/C1=C(/C=C(\CC(=O)c1ccc(Cl)cc1)c1ccccc1)c1ccc(Cl)cc1 returned ROC1-CUL1 inh 4.
`CCOc1ccc(OCC)c(-c2c(C#N)c(N)nc3c2CCCCCC3)c1` gave ROC1-CUL1 inh 7.
`COc1ccc(C(CC(=O)N=C2C(=O)N(c3ccccc3)N(C)C2C)NC(=O)C(F)(F)F)cc1` (configuration not stated) gave ROC1-CUL1 inh -12.
Screening NC(=O)c1ccccc1NC(=O)C1CC1c1ccccc1 (configuration not stated) returned ROC1-CUL1 inh -2.
`Cc1ccc(NC(CC(=O)c2ccccc2)C(=O)O)cc1C` (configuration not stated) gave ROC1-CUL1 inh 0.
`CCC1CCc2nc3sc(C(=O)NCc4ccc(F)cc4)c(N)c3cc2C1` (configuration not stated) gave ROC1-CUL1 inh -1.
For O=C(c1ccc(Cl)c([N+](=O)[O-])c1)n1cnc2ccccc21 the results were ROC1-CUL1 inh -6.
For Cn1c(/C(C#N)=C/c2ccc(C(F)(F)F)cc2)nc2ccccc21 the results were ROC1-CUL1 inh 7.
COc1cc2c(cc1NC(=O)C(C)Oc1ccc(Cl)cc1Cl)oc1ccccc12 (configuration not stated) was read as ROC1-CUL1 inh 2.
CCn1cc2nc(SCc3cccc(Cl)c3)n(Cc3ccc(C)cc3)c(=O)c2n1 was read as ROC1-CUL1 inh -15.
CC(C)CCC[C@@H](C)[C@H]1CCC2C3CCC4=C[C@@H](S)CC[C@]4(C)C3CC[C@@]21C (some centres not stated) was read as ROC1-CUL1 inh -1.
Screening CC(C)c1ccc(C2N3CC4(C)CN2CC(c2ccccc2)(C3)C4=O)cc1 (configuration not stated) returned ROC1-CUL1 inh 3.
O=C(c1csc2nc(-c3ccc(F)cc3)cn12)N1CC[C@@H](O)C1 was read as ROC1-CUL1 inh -1.
`CCOc1cc(C=C2C(=O)OC(c3ccccc3)OC2=O)ccc1O` (configuration not stated) gave ROC1-CUL1 inh 0.
For CC1=Nc2nnnn2C(c2ccccc2F)C1C(=O)Nc1cccnc1 (configuration not stated) the results were ROC1-CUL1 inh 2.
Screening O=[N+]([O-])/C=C/c1cn(S(=O)(=O)c2ccccc2)c2ccc(Br)cc12 returned ROC1-CUL1 inh -5.
CCN(CC)CCCNC(=O)CSc1nc2nc(C)c(Cc3ccccc3C)c(C)n2n1 was read as ROC1-CUL1 inh -2.
CO/C=C(/C(=O)OC)c1ccccc1Oc1snc(Cl)c1C#N was read as ROC1-CUL1 inh -4.

Fetched by structure from above (7):
`CCC1CCc2nc3sc(C(=O)NCc4ccc(F)cc4)c(N)c3cc2C1` (configuration not stated) gave ROC1-CUL1 inh -1.
O=C(c1csc2nc(-c3ccc(F)cc3)cn12)N1CC[C@@H](O)C1 was read as ROC1-CUL1 inh -1.
For CC1=Nc2nnnn2C(c2ccccc2F)C1C(=O)Nc1cccnc1 (configuration not stated) the results were ROC1-CUL1 inh 2.
Screening O=[N+]([O-])/C=C/c1cn(S(=O)(=O)c2ccccc2)c2ccc(Br)cc12 returned ROC1-CUL1 inh -5.
CCn1cc2nc(SCc3cccc(Cl)c3)n(Cc3ccc(C)cc3)c(=O)c2n1 was read as ROC1-CUL1 inh -15.
For O=C(c1ccc(Cl)c([N+](=O)[O-])c1)n1cnc2ccccc21 the results were ROC1-CUL1 inh -6.
For Cn1c(/C(C#N)=C/c2ccc(C(F)(F)F)cc2)nc2ccccc21 the results were ROC1-CUL1 inh 7.

Later entries
`Nc1nc2ccc(OC(F)(F)Cl)cc2s1` gave ROC1-CUL1 inh 1.
c1ccc(NCc2cccc3ccccc23)nc1 was read as ROC1-CUL1 inh -4.
For Clc1ccc(CNCC2CCCO2)c(Cl)c1 (configuration not stated) the results were ROC1-CUL1 inh 2.
Cc1ccc(Cl)cc1NC(=O)CN1CCCC(C)C1 (configuration not stated) was read as ROC1-CUL1 inh 6.
`CCCC(=O)NC(Nc1cccc(C(F)(F)F)c1)C(Cl)(Cl)Cl` (configuration not stated) gave ROC1-CUL1 inh 4.
Screening Cc1cc(C)c(S(=O)(=O)N=C2C=CC(=O)C=C2)cc1C returned ROC1-CUL1 inh -5.
For CCOc1ccc(CNC(=O)Cn2c(=O)c3cccn3c3ccc(F)cc32)cc1OC the results were ROC1-CUL1 inh 4.
For CCOC(=O)c1cc(CC)sc1NC(=O)c1c(C)noc1C the results were ROC1-CUL1 inh 6.
Screening O=C(CC12CC3CC(CC(C3)C1)C2)Nc1nc2ccccc2[nH]1 returned ROC1-CUL1 inh -6.
For CCCC1(CCC)CCC(CCC)(CCC)N1 the results were ROC1-CUL1 inh -9.
CCc1noc(C)c1C(=O)Nc1ccccc1C(N)=O was read as ROC1-CUL1 inh 4.
For N#CC1C(=N)OC2=C(CN(Cc3ccccc3)C/C2=C\c2ccsc2)C1c1ccsc1 (configuration not stated) the results were ROC1-CUL1 inh 14.
For CC1(C)C(=O)NCCN1C(=O)c1ccc(C2CCCN2)s1 (configuration not stated) the results were ROC1-CUL1 inh 0.
`O=C(c1sc2cc(F)ccc2c1Cl)N1CCN(c2ccccc2F)CC1` gave ROC1-CUL1 inh 1.
For Cc1ccc(S(=O)(=O)/C(=C\N(C)c2ccccc2C)c2ccccc2)cc1 the results were ROC1-CUL1 inh -4.
`CCOc1ccc(N2C(=O)NC(=O)/C(=C/c3c(C)n(C)c4ccccc34)C2=O)cc1` gave ROC1-CUL1 inh 2.
`CCCOc1cccc(C(=O)N(Cc2cc(OC)c(OC)c(OC)c2)C2CCS(=O)(=O)C2)c1` (configuration not stated) gave ROC1-CUL1 inh -7.
COc1cccc(OCC(O)CN2CCN(c3ccccc3)CC2)c1 (configuration not stated) was read as ROC1-CUL1 inh 5.
Cc1ccc(C(=O)N2CCN(c3c(N)cccc3Cl)CC2)cc1 was read as ROC1-CUL1 inh 7.
Screening O=C(O)COc1ccnc(Cl)c1 returned ROC1-CUL1 inh -6.
COc1ccccc1CCCNC(=O)C1CCC(=O)N(CCCN2CCCC2=O)C1 (configuration not stated) was read as ROC1-CUL1 inh 6.
`CSc1ccc(CC2(CCC(=O)NC(C)c3cccs3)CCC(=O)N2)cc1` (configuration not stated) gave ROC1-CUL1 inh 4.
Cc1nc(NC(=O)C23CCC(C)(C(=O)C2Br)C3(C)C)sc1C (configuration not stated) was read as ROC1-CUL1 inh -2.
For COc1cc(C2c3c(n[nH]c3C34CC5CC(CC(C5)C3)C4)OC(=N)C2C#N)ccc1OCc1ccc(Cl)c(Cl)c1 (configuration not stated) the results were ROC1-CUL1 inh 0.
For C=CCn1nnc(NC(=O)c2cc(C)cc(C)c2)n1 the results were ROC1-CUL1 inh 4.
`CC(=O)N1CCN(Cc2nc(Cc3ccccc3Cl)no2)CC1` gave ROC1-CUL1 inh 0.
For Cc1ccc(Cl)cc1N(C(C)C(=O)NC1CC1)S(C)(=O)=O (configuration not stated) the results were ROC1-CUL1 inh 9.
`CCn1cc(CNC(=O)c2ccc(C)s2)cn1` gave ROC1-CUL1 inh -2.
CCOC(=O)c1c(NC(=O)c2cc3ccccc3c(=O)o2)sc2c1CCCC2 was read as ROC1-CUL1 inh -3.
Screening COc1cc(NC(=O)CCS(=O)(=O)c2ccc3c(c2)n(C)c(=O)c(=O)n3C)cc(OC)c1 returned ROC1-CUL1 inh -3.
`CCOc1ccccc1C(=O)Oc1c(Sc2ccccc2)c(C)nn1C(C)(C)C` gave ROC1-CUL1 inh 3.
For COC(=O)C1=C(C)N(CC2CCCO2)C(=O)/C1=C\c1cc(C)n(-c2ccccc2C(F)(F)F)c1C (configuration not stated) the results were ROC1-CUL1 inh 6.
Screening Cc1ccc(NC(=O)CSc2nnc(COc3ccccc3)n2N)cc1 returned ROC1-CUL1 inh 1.

The list is partial; rates above refer to the full screens.
